# Screening data from PubChem BioAssay.
# RXFP1 ag = qHTS Assay for Agonists of the Relaxin Receptor RXFP1. actives 0.3% (n = 370,000). Potency, µM (doses to about 57.5 µM), for inactives: top-dose activation, actives largely listed as activators. HEK293T-RXFP1 cAMP TR-FRET, 30 min; response scale: percent of porcine relaxin response, buffer zero. Relaxin receptor 1 (Homo sapiens), Q9HBX9; active = well fitted activation curve with a large enough effect; inconclusive = small, poorly fitted or top-dose-only effect; note: potency is the fitted concentration of half-maximal effect; % is set by controls: 0 for no effect and ±100 for the full control effect; nearly all actives have a fitted effect of over 60% in size; many of its hits are not listed in these tables
#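 HEK293 cells stably expressing RXFP1, treated 30 min at 37C with compounds plus PDE4 inhibitor Ro 20174; cAMP measured by HTRF TR-FRET. Normalized to buffer and 29 nM porcine relaxin; EC50 by Hill fit.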
# RXFP1 antag = qHTS Assay for Antagonists of the Relaxin Receptor RXFP1; HEK293-RXFP1, relaxin-stimulated cAMP HTRF, 30 min; active compounds read low; Relaxin receptor 1 (Homo sapiens), Q9HBX9; actives 0.59% (n = 350,000); activity change, negative = inhibition, % at 57.5 µM; AID 1259400, 2018;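 active = activity change of -60% or lower, but not beyond a set lower limit; inconclusive = change between -60% and -40%, or beyond the set limit; inactive = change above -40%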; note: % is set by controls: 0 for no effect and ±100 for the full control effect
# D1 PAM = Potentiators of Human D1 Dopamine Receptor: qHTS | HEK293 TREx D1 cells, calcium flux, dopamine EC20 potentiation | D(1A) dopamine receptor (Homo sapiens), P21728 | AID 504651, 2011 | actives 0.036% (n = 360,000) | potentiation, % at 10 µM; in the data active = potentiation above about 30%; note: 0% is about no effect
# D1 antagonist = Antagonist of Human D 1 Dopamine Receptor: qHTS; D(1A) dopamine receptor (Homo sapiens), P21728; HEK293 TREx D1 cells, calcium flux, dopamine EC80; active compounds read low; activity change, negative = inhibition, % at 10 µM; actives 3.2% (n = 360,000); AID 504652, 2011; in the data active = activity change below about -30%; note: % is set by controls: 0 for no effect and ±100 for the full control effect
#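 Compound effects on dopamine-evoked calcium signalling were measured in tetracycline-induced HEK293 Trex D1 cells. Dopamine at EC80 followed a 180 s compound pre-read, and fluorescence was tracked kinetically for 180 s more.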
# D2 antag = HTS Assay for Allosteric Antagonists of the Human D2 Dopamine Receptor: Primary Screen for Antagonists | D(2) dopamine receptor (Homo sapiens), P14416 | actives 2% (n = 340,000) | inhibition, % at 10 µM | AID 485344, 2010 | HEK293 TREx D2 cells, calcium flux, dopamine EC80; in the data active = inhibition above about 30%; note: 0% is about no effect
# Target sequence (P14416 whole entry, looked up): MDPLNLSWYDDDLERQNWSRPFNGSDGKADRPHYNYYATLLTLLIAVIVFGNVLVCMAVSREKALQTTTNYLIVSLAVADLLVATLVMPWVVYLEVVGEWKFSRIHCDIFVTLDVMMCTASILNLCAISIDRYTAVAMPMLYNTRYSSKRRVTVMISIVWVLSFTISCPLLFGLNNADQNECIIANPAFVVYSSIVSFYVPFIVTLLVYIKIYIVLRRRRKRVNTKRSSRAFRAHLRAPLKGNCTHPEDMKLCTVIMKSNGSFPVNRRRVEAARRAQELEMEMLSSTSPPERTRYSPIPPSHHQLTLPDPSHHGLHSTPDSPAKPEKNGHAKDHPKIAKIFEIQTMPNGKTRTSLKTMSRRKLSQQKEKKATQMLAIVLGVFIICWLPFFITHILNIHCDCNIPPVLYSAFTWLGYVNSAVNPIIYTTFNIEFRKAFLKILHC
#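 Tetracycline-induced HEK293 TREx cells expressing D2 receptor forced-coupled to calcium signalling, loaded with no-wash calcium dye. Compounds added and calcium flux read 180 s, then dopamine added at EC80 and read a further 180 s.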
# D2 potentiator = HTS Assay for Positive Allosteric Modulators of the Human D2 Dopamine Receptor: Primary Screen for Potentiators; D(2) dopamine receptor (Homo sapiens), P14416; HEK293 T-REx D2, calcium flux, EC20 dopamine potentiation; potentiation, % at 10 µM; actives 0.34% (n = 340,000); AID 485347, 2010;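 active = potentiation over 3 SD above the plate norm, cut at about 30% in these data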; note: 0% is about no effect
#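 Potentiation of an EC20 dopamine calcium response measured kinetically over 180 s, after a preceding 180 s compound-only read flagging agonists. Cells: inducible Hek293 Trex D2 line, 4000/well, cultured overnight at 30 C before dye loading.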
# D1 agonist = Allosteric Agonists of the Human D1 Dopamine Receptor: qHTS; AID 504660, 2011; actives 1% (n = 360,000); D(1A) dopamine receptor (Homo sapiens), P21728; activation, % at 2 µM; HEK293 T-REx D1 cells, calcium flux, agonist mode; in the data active = activation above about 30%; note: 0% is about no effect
#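 Agonism was scored from calcium flux recorded over 180 s (1 read/s) after pintool compound addition, following a 10-cycle baseline. Cells were inducible force-coupled HEK293 TREx D1, plated overnight at 30 C and loaded with no-wash calcium dye.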
# D2 ag = HTS Assay for Allosteric Agonists of the Human D2 Dopamine Receptor: Primary Screen for Agonists; activation, % at 2 µM; actives 0.53% (n = 340,000); AID 485358, 2010; D(2) dopamine receptor (Homo sapiens), P14416; HEK293 T-REx D2 cells, calcium flux agonist mode;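 active = activation over 3 SD above normal in the single-dose calcium agonist read, cut at about 30% in these data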; note: 0% is about no effect
#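 Agonism is scored from calcium flux in a force-coupled, inducible HEK293 cell line expressing D2, read kinetically for 180 s after compound addition against dopamine controls.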
# TRHR enhancer = qHTS for Small Molecule Agonists and Allosteric Enhancers of Human TRH Receptor: Primary Screen for Enhancers; Thyrotropin-releasing hormone receptor (Homo sapiens), P34981; enhancement, % at 2 µM; TRHR cells, fluo-8 calcium fluorescence, EC20 TRH enhancement; actives 0.66% (n = 360,000); in the data active = enhancement above about 30%; note: 0% is about no effect
# Target sequence (P34981 whole entry, looked up): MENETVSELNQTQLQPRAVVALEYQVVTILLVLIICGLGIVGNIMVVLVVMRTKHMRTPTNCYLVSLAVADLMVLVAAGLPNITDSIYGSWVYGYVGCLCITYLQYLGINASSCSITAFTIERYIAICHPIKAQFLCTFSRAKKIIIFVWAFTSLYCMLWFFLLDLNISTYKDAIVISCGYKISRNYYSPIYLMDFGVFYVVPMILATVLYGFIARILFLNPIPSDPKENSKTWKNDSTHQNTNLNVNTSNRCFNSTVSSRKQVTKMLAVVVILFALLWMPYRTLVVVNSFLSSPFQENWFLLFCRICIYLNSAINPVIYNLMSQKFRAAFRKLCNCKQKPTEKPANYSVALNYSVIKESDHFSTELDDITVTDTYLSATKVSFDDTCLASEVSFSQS
#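 Enhancer read-out: after compound pinning and an initial kinetic agonist-mode read, an EC20 of TRH (10 nM final) was injected and fluo-8 calcium signal (Ex 480/Em 530) followed at 1 s/cycle for 100 cycles in TRHR-expressing cells.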
# * = called active by the depositor; ? = inconclusive; . = not tested or not shown. This is a subset; the hit share may differ from the screen's.
SMILES,RXFP1 ag,RXFP1 antag,D1 PAM,D1 antagonist,D2 antag,D2 potentiator,D1 agonist,D2 ag,TRHR enhancer
O=C(O)COc1ccc(/C=C/c2nc(-c3ccccc3O)n[nH]2)cc1,0.3%,2,-4,0,2,1,3,-2.7,-4
COc1ccccc1C(=O)n1nc(-c2ccccc2)nc1N,-2.1%,-9,-6,-2,-6,.,5,1.9,-1
CC(=O)c1ccc(N2CCC(c3cc(-c4ccc(Cl)cc4)n[nH]3)CC2)c([N+](=O)[O-])c1,-0.1%,3,-2,-14,16,6,4,-0.3,-4
CCCCn1c(=O)[nH]c(=O)c2c1nc(-c1ccc3ccccc3c1)n2CC,-0.1%,11,-5,7,-7,-5,-2,-0.9,4
COC(=O)c1c(C(=O)OC)c(-c2cccc(F)c2)n2c1CS(=O)(=O)C2,-3.3%,11,1,-19,2,-1,0,0.4,8
Cc1ccc(C(=O)N/C(=C\c2cn(C)c3ccccc23)C(=O)NCCN2CCOCC2)cc1,0.1%,0,-4,-9,16,-4,1,-0.8,-3
CC(C)CCNC(=O)c1cc(S(=O)(=O)N2CCc3ccccc32)cn1C,0.5%,4,-6,-19,-8,6,0,0.2,-2
CCOC(=O)N1CCN(C(=O)c2oc3ccc(S(=O)(=O)N(CC)CC)cc3c2C)CC1,-2.4%,16,0,9,-17,2,9,-0.5,-6
O=C(C[n+]1cccc(/C=N/O)c1)N1CCCc2ccccc21,-3.4%,-13,4,-3,18,-9,-2,-0.1,4
CCc1cccc(-n2nnc(-c3nc(-c4ccc5c(c4)OCO5)no3)c2C)c1,-0.9%,4,-5,-22,.,-4,6,.,1
CS(=O)(=O)c1cnc(-c2cccnc2)nc1N,-0.6%,-7,1,-2,-6,0,1,0.5,2
COc1ccc(NC(=O)Nc2nnc(-c3ccccc3SCc3ccccc3)s2)cc1,1.9%,-9,-4,-8,22,-16,3,1.0,12

# The closing four compounds of the part above are carried over, then new ones follow.
SMILES,RXFP1 ag,RXFP1 antag,D1 PAM,D1 antagonist,D2 antag,D2 potentiator,D1 agonist,D2 ag,TRHR enhancer
O=C(C[n+]1cccc(/C=N/O)c1)N1CCCc2ccccc21,-3.4%,-13,4,-3,18,-9,-2,-0.1,4
CCc1cccc(-n2nnc(-c3nc(-c4ccc5c(c4)OCO5)no3)c2C)c1,-0.9%,4,-5,-22,.,-4,6,.,1
CS(=O)(=O)c1cnc(-c2cccnc2)nc1N,-0.6%,-7,1,-2,-6,0,1,0.5,2
COc1ccc(NC(=O)Nc2nnc(-c3ccccc3SCc3ccccc3)s2)cc1,1.9%,-9,-4,-8,22,-16,3,1.0,12
COc1cn(CC(=O)Nc2ccccc2)c(CN2CCCCC2)cc1=O,-0.1%,0,-3,-27,.,-10,0,0.0,3
CCC(=O)N1CCc2cc(S(=O)(=O)NCCN3CCC(C)CC3)ccc21,2.7%,-7,13,0,25,-11,2,1.4,0
CCN(CC)CCNC(=O)c1c(C)oc2ncnc(N3CCOCC3)c12,2.8%,1,-8,-10,.,-12,1,.,-6
COc1ccc(S(=O)(=O)NCCC(=O)N2CCCN(C)CC2)cc1,2.4%,4,-2,2,8,5,2,0.3,-5
CCc1ccc(NC(=O)CSc2nc3c(sc4ccccc43)c(=O)n2CCN(CC)CC)cc1,?,.,2,15,.,4,0,.,-5
O=C(NCc1ccccn1)C(=O)NCC1OCCN1S(=O)(=O)c1ccc(Br)cc1 (stereo not given),4.5%,6,-6,-1,-9,10,9,0.7,4
CCn1c(SCC(=O)N2CCCc3ccccc32)nc2cccnc21,-0.7%,4,-6,-6,1,23,1,0.3,-1
CCOc1ccc(NC(=O)CCc2c(C)nn(-c3ccc(N4CCCCC4)nn3)c2C)cc1,0.7%,-36,5,-1,0,13,2,0.1,6
COCCn1nnnc1C(c1cc2ccc(OC)cc2[nH]c1=O)N1CCN(C2CCCCC2)CC1 (stereo not given),2.3%,-3,-1,-1,7,2,3,0.9,3
O=C(O)COc1ccc(Nc2ccccc2)cc1,-0.9%,-4,0,5,-5,4,-2,0.2,0
O=C(Cn1c(=O)n(Cc2ccco2)c(=O)c2c3c(sc21)CCCCC3)c1ccccc1,-1.1%,-21,-4,-7,-2,-5,2,-0.2,-8
Cc1ccc2cc(CCNC(=O)c3ccc(C)c([N+](=O)[O-])c3)c(=O)[nH]c2c1,-0.3%,-2,-4,-10,-13,16,0,-2.1,6
O=C(CCC1CCCC1)NCCCNC(=O)CCC1CCCC1,4.0%,-1,2,-9,-4,6,0,-0.9,2
CCOC(=O)C1CCN(c2ncnc3c2cnn3-c2ccc(Cl)cc2)CC1,0.0%,-10,-11,-7,6,-6,10,-0.7,-7
COc1cc(C(=O)N(Cc2ccccc2)c2cccc(C)c2)ccc1OC(F)F,-0.2%,-10,9,-2,-7,14,6,1.6,-13
Cc1ccc(S(=O)(=O)/N=C2/NC(=O)/C(=C\c3ccco3)S2)cc1,-5.1%,.,-6,1,9,16,-1,-0.9,4
O=c1c2c3c(sc2nc2n1CCC2)CCC3,4.4%,0,-1,2,17,-7,6,0.5,3
COc1ccccc1[C@@H]1C(c2cccc(Cl)c2)=NN(c2ccccc2)[C@H]1C(=O)N1CCOC1=O,4.9%,.,-1,5,.,1,1,.,-1
O=C(NCCO)C1(c2ccccc2)CCCC1,-1.7%,0,2,-3,9,16,6,0.9,0
CCOC(=O)C1CCN(C(c2cc(OC)c(OC)c(OC)c2)c2sc3nc(C)nn3c2O)CC1 (stereo not given),1.5%,-1,-2,8,-3,3,1,-0.2,9
CC1(C)CC(=O)C2=C(C1)c1c(ccc3ncccc13)NC2c1cccs1 (stereo not given),2.6%,-2,-1,-8,9,5,2,-1.0,-6
COc1cccc(CNC(=O)c2cccnc2Sc2ccccc2)c1,0.5%,4,-1,5,6,11,3,-0.3,1
Cc1cccc(NC(=O)CN(C2=NC3CS(=O)(=O)CC3S2)c2ccccc2F)c1 (stereo not given),2.2%,-1,-4,-18,-5,11,2,0.3,-5
O=C(CSc1oc(-c2ccccc2)nc1S(=O)(=O)c1ccc(Cl)cc1)NC1CCCCC1,-2.9%,-13,0,-5,.,-4,-1,-0.5,-9
CCS(=O)(=O)Nc1ccc(C2=NN(C(=O)c3ccco3)C(c3cccc(F)c3)C2)cc1 (stereo not given),-0.4%,-20,-3,23,15,7,1,-1.9,4
C=CCn1c(=O)[nH]c2cc(C(=O)N3CCN(c4cc(C)ccc4C)CC3)ccc2c1=O,-0.3%,-4,-2,5,1,-1,-1,-0.7,-3
CC(C)N1CC(C(=O)Nc2ccccc2)CC1=O (stereo not given),1.2%,14,0,-1,20,16,1,0.7,2
CC1CC(CCC(=O)NC(=S)Nc2ccc(Cl)cn2)C(=O)O1 (stereo not given),0.0%,1,-3,2,-15,-4,1,-0.9,0
O=C(NCc1ccc2c(c1)OCO2)c1ccc2c(c1)N(Cc1c(F)cccc1Cl)C(=O)CS2,2.8%,-11,-1,-4,-5,-7,2,-0.5,-4
CCOC(=O)C1CCN(C(=O)CCc2nnc3ccc(NCc4ccco4)nn23)CC1,?,18,-5,5,2,5,4,0.5,9
CCN(CC)C(=O)c1ccc(O)c(OC)c1,5.2%,9,-2,3,-24,9,1,0.4,5
CCC(N1CCOC1=O)S(=O)(=O)c1ccc(C)cc1 (stereo not given),-0.7%,-1,9,6,-25,5,-3,0.4,4
Brc1ccc(-c2nnc3n2C2(CCCC2)Cc2ccccc2-3)o1,-0.5%,-21,-5,5,29,-3,-1,0.0,0
CCCNC(=O)c1ccc(C2SCC(=O)N2CCc2ccccc2)cc1 (stereo not given),1.4%,-15,-1,-2,-4,-2,0,-5.0,10
CC(C)(C)c1ccc(CSC2=Nc3ccccc3C3=NC(CC(=O)NCc4cccs4)C(=O)N23)cc1 (stereo not given),-0.6%,-32,6,36,.,17,6,-0.3,2
COc1ccc(C(=O)N(Cc2cc(OC)c(OC)c(OC)c2)c2ccccn2)cc1,0.3%,.,-1,-1,.,4,-1,0.8,0
Cc1ccc(S(=O)(=O)N(C)C)cc1NC(=O)COC(=O)/C=C/c1cccs1,1.5%,-6,-3,-23,-9,-11,4,0.0,5
Cc1ccc(C(=O)Nc2c3c(nn2C(C)(C)C)CS(=O)(=O)C3)cc1[N+](=O)[O-],-0.8%,6,0,7,9,7,0,-0.9,-4
COc1cc(OC)cc(-n2c3nc4ccccc4nc3c3c(=O)n(CC4CCCO4)cnc32)c1 (stereo not given),0.0%,-2,1,5,5,8,1,0.5,-4
CCC1CCCCN1C(=S)NC(=O)c1cc(Br)ccc1Cl (stereo not given),0.6%,-5,.,-16,-28,6,2,0.1,-4
Brc1ccc(-c2csc3ncnc(-n4nnc5ccccc54)c23)cc1,2.4%,2,-4,-14,.,.,7,.,-10
O=C(c1c(F)cccc1Cl)N1CCN(S(=O)(=O)c2ccc3c(c2)OCCCO3)CC1,0.5%,2,-3,-23,-23,19,6,0.3,5
CCOC(=O)CNC(=O)COc1coc(CN2CCN(Cc3ccccc3)CC2)cc1=O,-3.3%,-12,-2,7,13,-4,5,0.5,6
Cc1cc(OCC(=O)OCC(=O)NC2CCCCCC2)ccc1Cl,-0.2%,-9,-10,0,-11,13,0,0.0,5
Cc1ccsc1/C=N/n1c(=S)[nH]nc(C)c1=O,5.7%,5,0,1,1,-7,5,-0.2,-5
O=C(NCc1ccccc1Cl)C1CCC(CNc2nc(=S)[nH]c3ccccc23)CC1 (stereo not given),5.7%,-16,-8,19,-5,0,0,0.1,-7
CCC(=O)N1CCN(c2ccc(NC(=O)COc3cccc(C)c3C)cc2)CC1,-0.4%,-2,-2,-25,-18,.,10,-2.6,4
C/C(=N\NC(=O)c1ccccc1NC(=O)c1ccc(Cl)cc1)c1ccncc1,-0.1%,-16,-4,-13,9,2,0,2.9,18
